Assay outcomes (PubChem)
Menin MLL FP TR: qHTS Assay for Inhibitors Targeting the Menin-MLL Interaction in MLL Related Leukemias: Competition With Texas Red Labeled MLL-derived Mutant Peptide; 270,000 compounds, 0.23% hits; O00255; Menin + Texas Red MLL mutant peptide, fluorescence polarization; Potency, µM (top dose mostly 61.6 µM), without a hit: at the top dose FP activity change, negative = inhibition, usual class: inhibitors; active means well fitted inhibition curve with a large enough effect in the polarisation, with a control signal flat, not every such curve was filed as active; inconclusive means small, poorly fitted or top-dose-only effect, or effect the other way, or a change in a side signal; inactive means no such curve, though single readings can be large or run the other way; the % refers to the polarisation; further: potency means the concentration at half of the fitted maximal effect; % of control where 0% means no effect; many of its hits are not listed in these tables
Target sequence (O00255 whole entry, looked up): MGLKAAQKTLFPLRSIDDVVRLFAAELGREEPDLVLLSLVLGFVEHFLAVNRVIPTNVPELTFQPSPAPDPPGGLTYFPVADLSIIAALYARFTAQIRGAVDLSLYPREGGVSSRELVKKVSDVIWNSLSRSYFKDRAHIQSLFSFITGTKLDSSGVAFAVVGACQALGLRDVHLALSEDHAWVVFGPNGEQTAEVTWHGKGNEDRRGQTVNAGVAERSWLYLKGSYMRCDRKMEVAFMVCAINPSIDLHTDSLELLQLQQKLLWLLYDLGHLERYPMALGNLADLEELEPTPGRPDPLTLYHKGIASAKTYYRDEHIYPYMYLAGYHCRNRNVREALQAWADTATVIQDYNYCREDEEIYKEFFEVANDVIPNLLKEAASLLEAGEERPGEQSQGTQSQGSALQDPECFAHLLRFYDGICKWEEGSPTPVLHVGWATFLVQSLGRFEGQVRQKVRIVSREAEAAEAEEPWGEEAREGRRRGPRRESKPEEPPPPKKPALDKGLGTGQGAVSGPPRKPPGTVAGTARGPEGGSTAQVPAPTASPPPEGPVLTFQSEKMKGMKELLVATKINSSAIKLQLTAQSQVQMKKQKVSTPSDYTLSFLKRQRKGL
Integrin act MD: qHTS for Activators of Integrin-Mediated Alleviation for Muscular Dystrophy. alpha7betagal myoblasts, beta-gal FDG fluorescence, 48 h. Potency, µM (top dose mostly 38.3 µM), without a hit: top-dose activation, usual class: activators. 350,000 compounds, 0.064% hits. AID 624291, 2012;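 further: potency means the concentration at half of the fitted maximal effect; 100% = response of the positive control SU9516; nearly all actives have a fitted effect of over 60% in size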
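alpha7betagal+/- myoblasts (passage 13, 250/well) treated 48 h at 37C with compounds at 1:260 dilution of DMSO stock. Lysed, then beta-galactosidase activity read as FDG fluorescence (ex 480/em 540) after 30 min, with pre-read for autofluorescence.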
AT treatment: qHTS Assay for Identifying a Potential Treatment of Ataxia-Telangiectasia; […] A-T fibroblasts, KAP-1 phosphorylation AlphaLISA; neocarzinostatin DNA damage 30 min before lysis; Potency, µM (highest dose often 57.5 µM), inactives show at the top dose activation, hits mostly activators; 320,000 compounds, 0.19% hits; further: potency means the concentration at half of the fitted maximal effect; % of control where 0% means no effect; nearly all actives have a fitted effect of over 45% in size
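ATM-like activity read as KAP-1 phosphorylation via AlphaLISA donor/acceptor antibody pairs after lysis and 6 hr at 25C. Cells were ATM-null patient fibroblasts ([…], hTERT), dosed 60 min, then exposed to the DSB inducer NCS for 30 min.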
MBNL1-CUG inh: qHTS Assay for Inhibitors of MBNL1-poly(CUG) RNA binding | 280,000 compounds, 0.036% hits | Muscleblind-like protein 1 (Homo sapiens), Q9NR56 | Potency, µM (highest dose often 57.5 µM), without a hit: at the top dose activity change, negative = inhibition, actives largely listed as inhibitors | TR-FRET MBNL1-His/biotin-(CUG)12 binding, 665/545 ratio | AID 2675, 2010; active means well fitted inhibition curve with a large enough effect in the signal ratio, with a control signal flat, not every such curve was filed as active; inconclusive means small, poorly fitted or top-dose-only effect, or effect the other way, or a change in a side signal; inactive means no such curve, though single readings can be large or run the other way; the % refers to the signal ratio; further: potency means the concentration at half of the fitted maximal effect; on the % scale 0 is the no-effect control and ±100 the full control effect
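Compound titration spanned 92 nM–58 uM against the MBNL1-His/biotin-(CUG)12 complex. After 60 min at room temperature with 5 nM streptavidin-XL665 and 0.055 ng/ul terbium anti-His, ratiometric 665/545 nm emission (Ex 340 nm) normalized to controls.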
ASM inhibitor: Inhibitors of Secretory Acid Sphingomyelinase (S-ASM): qHTS | Sphingomyelin phosphodiesterase (Homo sapiens), P17405 | placental ASM, HMU-PC fluorogenic substrate, 60 min | Potency, µM (top dose mostly 57.5 µM), without a hit: top-dose activity change, negative = inhibition, hits mostly inhibitors | 340,000 compounds, 0.006% hits; further: potency means the concentration at half of the fitted maximal effect
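Human placenta-derived ASM enzyme was preincubated with compound for 10 minutes at room temperature, then given fluorogenic substrate HMU-PC0 (9 uM final) for 60 minutes at 37 °C; a pH 10 stop preceded fluorescence reading at Ex 386/Em 447 nm.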
CXXC DNA block: qHTS Fluorescence Polarization Assay for Inhibitors of MLL CXXC domain - DNA interaction. Histone-lysine N-methyltransferase 2A (Homo sapiens), Q03164. MLL-CXXC / FITC-HOXA9 DNA fluorescence polarization. Potency, µM (titrated, usually from 115 µM), for the others: top-dose activity change, negative = inhibition, hits mostly inhibitors. 290,000 compounds, 0.037% hits. AID 2662, 2010; active means well fitted inhibition curve with a large enough effect in the polarisation, with a control signal flat, not every such curve was filed as active; inconclusive means small, poorly fitted or top-dose-only effect, or effect the other way, or a change in a side signal; inactive means no such curve, though single readings can be large or run the other way; the % refers to the polarisation; further: potency means the concentration at half of the fitted maximal effect
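Purified MLL-CXXC (added from a 7 uM solution) was preincubated 5 min at ambient with pinned compounds in 50 mM Tris-HCl pH 7.5, 50 mM NaCl, 1 mM DTT, 0.05% BSA. Fluorescein-labeled HOX-A9 DNA (50 nM solution) followed, 30 min, then polarization read.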
TSHR antagonist: Antagonists of the Thyroid Stimulating Hormone Receptor: HTS campaign; 330,000 compounds, 0.2% hits; activity change, negative = inhibition, % at 11.5 µM; Thyrotropin receptor (Homo sapiens), P16473; TSHR-expressing cells, TSH-stimulated cAMP HTRF, 2 h; active compounds read low; AID 504810, 2011;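 active means activity change below a set negative limit, meaning inhibition stronger than a set level, cut at about -70% in these data; inconclusive means activity change between two set negative limits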; further: on the % scale 0 is the no-effect control and ±100 the full control effect
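Inhibition of cAMP made by TSHR-expressing cells under TSH stimulation (4nM final, EC80; 2 h, 37 deg C) is quantified with a one-step lysis HTRF kit, anti-cAMP cryptate versus cAMP-d2.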
Mito fusion yeast: qHTS Assay for Small Molecule Inhibitors of Mitochondrial Division or Activators of Mitochondrial Fusion; S. cerevisiae fusion-defective mutant growth rescue, CellTiterGlo 48 h; Potency, µM (top dose mostly 46.1 µM), inactives show top-dose growth rescue (activation), actives largely listed as activators; 320,000 compounds, 0.23% hits; AID 485298, 2010;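 further: potency means the concentration at half of the fitted maximal effect; % of control where 0% means no effect; nearly all actives have a fitted effect of over 45% in size; temperature-sensitive fusion mutants such as fzo1-1 at 37 °C on non-fermentable ethanol glycerol medium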
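Yeast fusion mutant, YPEG (non-fermentable carbon), compound, 48 h at 37C non-permissive; CellTiterGlo added, 10 min RT, luminescence read. Rescued growth = division inhibition.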
PTAP TSG101 blk: qHTS Assay for Iinhibitors of HIV-1 Budding by Blocking the Interaction of PTAP/TSG101. 340,000 tested, under 10 active. AID 493005, 2010. Tumor susceptibility gene 101 protein (Homo sapiens), Q99816. Potency, µM (titrated, usually from 115 µM), inactives show at the highest dose activity change, negative = inhibition, hits mostly inhibitors. Fluorescence polarization, FITC-PTAP peptide / Tsg101 binding; active means well fitted inhibition curve with a large enough effect in the main read-out, with a control signal flat, not every such curve was filed as active; inconclusive means small, poorly fitted or top-dose-only effect, or effect the other way, or a change in a side signal; inactive means no such curve, though single readings can be large or run the other way; further: potency means the concentration at half of the fitted maximal effect; % of control where 0% means no effect
Target sequence (Q99816 whole entry, looked up): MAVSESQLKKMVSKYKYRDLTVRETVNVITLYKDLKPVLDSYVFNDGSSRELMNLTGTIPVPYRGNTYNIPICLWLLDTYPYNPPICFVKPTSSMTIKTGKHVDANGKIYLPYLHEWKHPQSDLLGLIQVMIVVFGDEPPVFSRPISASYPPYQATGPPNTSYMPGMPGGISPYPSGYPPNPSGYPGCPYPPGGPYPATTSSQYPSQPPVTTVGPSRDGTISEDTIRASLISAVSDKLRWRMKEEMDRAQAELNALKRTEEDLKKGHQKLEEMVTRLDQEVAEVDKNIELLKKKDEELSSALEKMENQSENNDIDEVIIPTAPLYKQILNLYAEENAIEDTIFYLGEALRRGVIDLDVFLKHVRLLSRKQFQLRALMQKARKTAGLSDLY
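FP read-out: FITC-PTAP peptide, 50 nM final, binding Tsg101 binding domain, 10 uM final; 20 min, r.t.; 10 mM HEPES pH 7.5, 0.15 M NaCl, 0.01% Tween 20, 3 mM EDTA, 0.1 mM TCEP.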
TCR act: Activators of T cell receptors: qHTS campaign; primary human leukocytes, anti-CD3, IL-2 HTRF, 48 h; Potency, µM (doses to about 9.22 µM), without a hit: at the highest dose activation of IL-2 secretion, most hits filed as activators; 330,000 tested, under 10 active; AID 504894, 2011; further: % of control where 0% means no effect
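Primary human leukocytes were stimulated with a-CD3 beads plus compounds for 48 hr without co-stimulation; secreted IL-2 was quantified by HTRF using a-IL-2-K (europium cryptate) and a-IL-2-d2, excited at 320nm with acceptor emission read at 665nm.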
Starred values were filed as active, the others as inactive; ? = inconclusive; . = no result given; [ ] = remark or other dose. Unless noted, the call rests on the fitted dose curve; in most records, active means well fitted curve in the direction sought with a large enough effect; inconclusive means small, poorly fitted or top-dose-only effect, or another doubt; inactive means no such curve, though single readings can be large; an effect the other way counts as inactive or inconclusive. These rows are one share of the data, so the mix of outcomes need not match the whole.

SMILES | Menin MLL FP TR | Integrin act MD | AT treatment | MBNL1-CUG inh | ASM inhibitor | CXXC DNA block | TSHR antagonist | Mito fusion yeast | PTAP TSG101 blk | TCR act
COc1cccc(NC(=O)Nc2ccc3c(c2)nnn3C)c1 | -1% | 26% | -4% | 42%[activator] | 1% | -1% | -2 | -7% | -5% | 1%[46.1 µM]
Cc1ccc(OCC(=O)N2N=C(c3ccncc3)CC2(O)C(F)(F)F)cc1C (stereo not drawn) | . | 11% | 0% | -9% | -1% | 4% | 10 | 4% | 1% | 2%
NS(=O)(=O)c1ccc(CCNC(=O)c2cc([N+](=O)[O-])ccc2N2CCCCC2)cc1 | -1% | 0% | -1% | ? | -4% | 15% | -6 | -1% | -6% | 4%
CCc1ccccc1NC(=O)CNC(=O)c1cc(C2CC2)nn1-c1ccccc1 | . | -14% | 17% | . | -3% | . | 4 | 2% | 0% | 2%
Cc1cccc(C)c1NC(=O)C1CSC2(C)CCC(=O)N12 (stereo not drawn) | . | 28% | 0% | . | 0% | . | 3 | -1% | 0% | -4%
Cc1cccc(C)c1NC(=O)CCCSc1nnc(-c2ccco2)o1 | 2% | 12% | 16% | -4% | -4% | -1% | -1 | 11% | -6% | -23%
Cc1ccc(CNC(=O)C2CC(c3ccccc3F)=NO2)cc1 (stereo not drawn) | . | -18% | -16% | 1% | 7% | 3% | -9 | -3% | -1% | 1%
C=CCn1c(Cc2cccs2)nnc1SCC(=O)NC1CC1 | . | 5% | -3% | -2% | 3% | 10% | -9 | 0% | -2% | 2%
Cc1ccc(-c2nnn(CC(=O)N(CCO)C(C(=O)NC3CCCCC3)c3ccncc3)n2)o1 (stereo not drawn) | -7% | 9% | 5% | -6% | 5% | 11% | -2 | -5% | 1% | -2%
Cc1ccc(NCCC(=O)c2cccs2)cc1 | 0% | 2% | -8% | -6% | 3% | 78% | -4 | 8% | -3% | -2%
CC(=O)NC1=NN(C(C)=O)C2(S1)C(=O)N(C(C)=O)c1ccc(C)cc12 (stereo not drawn) | 15% | 10% | 1% | -11% | 2% | -4% | 19 | 0% | -3% | -5%
O=C(Oc1ccc(-c2nnco2)cc1)c1ccc(F)c(S(=O)(=O)N2CCOCC2)c1 | . | 17% | 0% | . | 0% | . | -14 | 1% | 2% | -4%
O=C(NNS(=O)(=O)c1ccccc1)c1cccc(F)c1 | 3% | ? | 4% | -2% | 0% | 6% | -5 | 2% | -4% | -8%
O=C(c1cc(-c2cccc(Cl)c2)nc2ccccc12)N1CCN(c2ccccn2)CC1 | 10% | -12% | 11% | 8% | -10% | ? | -10 | 8% | 2% | -8%
CCCC(=O)Nc1ccc(C(=O)O)cc1NC(=O)CCC | -3% | 20% | 5% | -10% | -1% | 0% | -2 | 0% | -4% | 6%
Cc1ccc(CN(c2ccc(C(=O)NCc3cccnc3)cc2)S(C)(=O)=O)cc1 | -1% | 16% | -2% | 5% | 6% | -3% | -5 | -1% | -1% | 0%
COc1cccc(C2NC(CC(C)C)(C(=O)O)C3C(=O)N(Cc4ccccc4)C(=O)C23)c1O (stereo not drawn) | -22% | 3%[7.66 µM] | 4% | -9% | 0% | 0% | -8 | -2% | -2% | 5%
O=S(=O)(c1ccc2c(c1)OCCO2)N1CCc2ccccc21 | ? | 15% | -2% | -6% | 0% | 0% | -14 | 12% | 0% | 6%
CCOc1ccc(CN(C)C(=O)c2ccc(=O)[nH]c2)cc1 | -5% | -1% | 2% | -2% | 9% | -2% | 6 | -7% | -1% | 5%
COc1ccc(NC(=O)CCS(=O)(=O)c2ccc3nc(C)sc3c2)cc1OC | 1% | 12% | 12% | 12% | -3% | . | -2 | -1% | -2% | 3%
C=CCC1(CC=C)CCCN1C(=O)c1cc(COc2cccc(OC)c2)on1 | . | -36% | 16% | 0% | -4% | -4% | -7 | 2% | -1% | -14%
Cc1ccccc1CSc1nc2ccccc2c(=O)n1C | . | -40% | 14% | . | -18% | . | -20 | 4% | -5% | -8%
O=C(Nc1ccc(C(F)(F)F)cc1)c1cnc(N2CCN(c3ccccn3)CC2)c2ccccc12 | 9% | -15% | . | 6% | 138% | 6% | -19 | 11% | -3% | 4%
COc1ccc(CCNC(=O)COC(=O)/C=C/c2cccc(F)c2)cc1 | . | -6% | -5% | . | 0% | . | . | . | -4% | -17%
NC(=O)Cn1cc(C(=O)COc2ccccc2)c2ccccc21 | 1% | . | -4% | 9% | . | 5% | -11 | 3% | . | .

(next part)
SMILES | Menin MLL FP TR | Integrin act MD | AT treatment | MBNL1-CUG inh | ASM inhibitor | CXXC DNA block | TSHR antagonist | Mito fusion yeast | PTAP TSG101 blk | TCR act
CCCCc1ccc(N/C(N)=N/c2nc(C)cc(C)n2)cc1 | . | -69%[inhibitor] | 3% | . | 3% | 13% | -7 | 14% | -4% | 3%
CCC(C(=O)Nc1cccnc1Cl)c1ccccc1 (stereo not drawn) | -4% | ? | 8% | 4% | -1% | -4% | 2 | 2% | -7% | 4%
O=S(=O)(Nc1ccc2c(c1)nc1n2CCN(Cc2ccccc2)C1)c1ccc(Cl)cc1 | -10% | -37% | 21% | 17% | 5% | 1% | -12 | 0% | -7% | -2%
CC(=O)NCCN1C(=O)C2C3c4ccccc4C(c4ccccc43)C2C1=O (stereo not drawn) | -10% | 0% | . | -2% | 1% | -1% | -4 | 2% | -10% | 3%
C[C@@]12C(=O)Nc3ccc(F)cc3C(=O)N1[C@H]1c3cc(Br)ccc3OC[C@@H]1[C@@H]2c1ccccc1 | . | -13% | 0% | . | -26% | . | -27 | . | -1% | -1%
COc1ccc(OC)c(S(=O)(=O)Nc2cc3c(cc2N2CCCC2)n(C)c(=O)c(=O)n3C)c1 | -13% | 14% | -4% | ? | 3% | -4% | -10 | 12% | -7% | 0%
C=CCN1C(=O)/C(=C2\SC(N3CCOCC3)=NC2=O)c2cc(Br)ccc21 | ? | 43% | 0% | 5% | ? | 10% | -10 | 3% | -5% | -2%
CC(=O)/C(=N\Nc1ccc(Cl)cc1Cl)Sc1cccc2cccnc12 | 10% | -48%[inhibitor] | 11% | . | -13% | ? | 26 | 3% | 0% | 1%
C=CCn1c(O)c(C=Nc2ccc(CN3CCCCC3)cc2)c(=O)[nH]c1=S | . | -4% | 8% | . | 5% | -2% | -2 | 1% | 2% | 1%
COc1ccc(C(=O)OC(C(=O)c2ccc(C)cc2)c2ccccc2)cc1 (stereo not drawn) | -26% | 13% | 12% | 2% | -7% | 0% | -5 | 14% | -3% | 1%
C/C(=N\NC1=N[C@H]2CS(=O)(=O)C[C@H]2S1)c1ccccc1 | . | ? | -5% | 0% | -1% | -10% | 4 | -1% | -5% | -7%
COCCCN(C(=O)CC1OC(=O)c2ccccc21)c1c(N)n(Cc2ccccc2)c(=O)[nH]c1=O (stereo not drawn) | -3% | -3% | 9% | 2% | 13% | 2% | 2 | -1% | -2% | 2%
C/C(=N/NC(=O)CSc1nc2ccccc2n1C)c1ccncc1 | -17% | 8% | -3% | . | -2% | 3% | -1 | 5% | -1% | -1%
CCN(CC)C(=O)[C@H]1CC(CC(=O)NCc2cccc(C(F)(F)F)c2)C(=O)N2CCc3c([nH]c4ccc(OC)cc34)[C@]12C (stereo partly drawn) | . | 3% | -10% | . | -9% | . | -5 | . | ? | -1%[46.1 µM]
O=C(CC1C(=O)NCCN1Cc1ccccc1F)NC1CCCCCC1 (stereo not drawn) | . | . | 6% | 9% | . | -2% | 11 | 0% | . | .
